High-throughput results: PubChem BioAssay, National Center for Advancing Translational Sciences (NCATS)
Giardia FBPA inh: blocks Giardia fructose-bisphosphate aldolase activity | 0.71% of 290,000 active | Potency, µM (top dose mostly 59.6 µM), for the others: at the highest dose activity, negative = inhibition, actives largely listed as inhibitors | A8B2U2 | purified Giardia FBPA; note: potency is the fitted concentration of half-maximal effect; % is set by controls: 0 for no effect and ±100 for the full control effect; nearly all actives have a fitted effect of over 55% in size
Target sequence (A8B2U2 whole entry, looked up): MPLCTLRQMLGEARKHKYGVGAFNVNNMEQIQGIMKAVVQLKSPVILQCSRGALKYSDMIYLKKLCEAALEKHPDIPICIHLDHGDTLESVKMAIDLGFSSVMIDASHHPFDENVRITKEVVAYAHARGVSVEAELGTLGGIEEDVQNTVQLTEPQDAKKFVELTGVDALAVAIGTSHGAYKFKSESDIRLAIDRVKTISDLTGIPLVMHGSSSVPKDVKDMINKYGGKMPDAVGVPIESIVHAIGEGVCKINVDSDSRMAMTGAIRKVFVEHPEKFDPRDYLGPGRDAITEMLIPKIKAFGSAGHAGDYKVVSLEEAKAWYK
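Giardia FBPA (40 nM reagent) was preincubated 10 min at RT with compound (up to 57.5 uM final), then substrate plus GAPDH/TPI/NAD/arsenate coupling system with diaphorase/resazurin was added; resorufin fluorescence (525/598 nm) was read after 20 min.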
HCV inhibitor: inhibitors of hepatitis C virus infection; 3.4% of 340,000 active; AID 651820; Huh7.5.1 HCVcc-Cre infection, luciferase reporter, 44 h; Potency, µM (titrated, usually from 41.8 µM), for the others: top-dose activity change, negative = inhibition, actives largely listed as inhibitors; note: potency is the fitted concentration of half-maximal effect; % is set by controls: 0 for no effect and ±100 for the full control effect
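Luciferase read-out (15 sec integration) after a 15 min room-temperature substrate step quantifies HCVcc-Cre infection. Cells, 1,000 per well, had compound added 4 h post-plating, then virus at ~0.5 moi, and were cultured 44 h.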
Shiga toxin inh: Shiga toxin inhibition. Vero cells, Shiga toxin protein synthesis inhibition reporter. inhibition, % at 38.7 µM. AID 2315. 9.2% of 290,000 active; in the data active = inhibition mostly above about 28%, no sharp cut-off; inactive = mostly below about 43%; note: 0% is about no effect
Cycloheximide cs: affects cycloheximide protein synthesis inhibition readout, counter-screen. 12% of 300,000 active. cell reporter, cycloheximide protein synthesis inhibition counterscreen. max response, %. AID 2314; in the data active = max response mostly above about 13%, no sharp cut-off; inactive = mostly below about 14%; note: read at 38.3 µM for the half of the compounds with a filed dose; 0% is about no effect
Pf growth 48h: inhibits P. falciparum growth in the first generation, 48 h | 5.9% of 310,000 active | P. falciparum luciferase growth in erythrocytes, 48 h | Potency, µM (titrated, usually from 28.7 µM), without a hit: at the highest dose activity change, negative = inhibition, actives largely listed as inhibitors; note: potency is the fitted concentration of half-maximal effect; % is set by controls: 0 for no effect and ±100 for the full control effect
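In quantitative HTS format, infected erythrocytes bearing luciferase-reporter parasites were treated for a single generation at 37 C. Luminescence after adding detection reagent served as the growth measure.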
Pf growth 96h: P. falciparum growth inhibition at 96 hours. P. falciparum luciferase reporter growth, 96 h. Potency, µM (titrated, usually from 28.7 µM), for inactives: at the top dose activity change, negative = inhibition, usual class: inhibitors. 6.9% of 320,000 active. AID 504834; note: potency is the fitted concentration of half-maximal effect; % is set by controls: 0 for no effect and ±100 for the full control effect
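Luminescence readout: decreased luciferase signal marks inhibited growth of reporter-expressing P. falciparum in infected red cells (2% hematocrit, 0.05% parasitemia final), exposed to compound two generations (96 h, 37 C, 5% CO2).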
* = called active by the depositor; ? = inconclusive; . = not tested or not shown; + = active, no number; & = joins results of further samples; [ ] = dose if it differs, or a comment. Unless noted, calls come from the whole dose curve; as a rule, active = well fitted curve in the direction sought with a large enough effect; inconclusive = small, poorly fitted or top-dose-only effect, or another doubt; inactive = no such curve, though single readings can be large; an effect the other way counts as inactive or inconclusive.

No.	molecule	Shiga toxin inh	HCV inhibitor	Pf growth 48h	Cycloheximide cs	Pf growth 96h	Giardia FBPA inh
1	CSCCC(NS(=O)(=O)c1ccc(Cl)cc1)C(=O)OCC(=O)NC1CCCCC1 (stereo unspecified)	-9	10%	.	-2	13%	5%
2	C=CCn1c(Oc2ccc(C=O)cc2OCC)nc2c1c(=O)n(C)c(=O)n2C	-12	-5%	0%[0.00184 µM]	-5	28%	-3%
3	Cn1c(NC(=O)C[n+]2cc(-c3ccc(F)cc3)n3c2CCC3)cc(=O)n(C)c1=O	19	12%	3.7µM*	-3	0.59µM*	5%
4	COc1cccc(OC)c1-c1nn2c(-c3cc(-c4ccccc4)n[nH]3)nnc2s1	-4	?	2.1µM*	-1	-21%	3%
5	COc1ccc(-c2cn(-c3ccc(C)c(C)c3)c(=S)[nH]2)cc1OC	67	?	13µM*	11	2%	19%
6	Cc1cc2nc3n(c2cc1C)CCCN3	-13	-12%	?	7	22%	?
7	O=C(N/C(=C/c1ccc(Cl)cc1)C(=O)N1CCOCC1)c1ccccc1	-7	33%[activator]	0%	-2	6%	.
8	COc1cc(C(=O)N/N=C/c2ccsc2C)cc(OC)c1OC	-16	?	-19%	1	?	3%
9	CC(NC(=O)c1ccccc1)c1nnc(SCC(=O)Nc2nnc(C3CC3)s2)n1C (stereo unspecified)	.	-2%[8.37 µM]	?	.	?	.
10	COc1ccc(CNC(=O)C(=O)NC2CC(C)(C)NC(C)(C)C2)cc1	-21	-1%	28%[5.75 µM]	11	11%	4%
11	COc1ccc(CN2C(=O)COc3ccccc32)cc1	22	14%	?	5	?	9%
12	O=S(=O)(NCCS(=O)(=O)N1CCN(c2ccccc2)CC1)c1ccccc1	-8	-7%	12%	-6	3%	5%
13	Cc1cc(-c2nn(-c3ccccc3F)cc2CNCCc2cnccn2)c(C)s1	24	-9%	?	8	0%	2%
14	COc1ccc(-c2noc(-c3ccccc3C(=O)Nc3cccnc3)n2)cc1OC	0	8.9µM*	10µM*	7	.	-15%
15	CCOc1ccc(NC(=O)CSc2n[nH]c(=O)n2-c2ccccc2)cc1	-16	11%	3%	-2	-1%	6%
16	COc1ccc(OC)c(C(=O)N(C)C2CCCN(Cc3ccccc3F)C2)c1 (stereo unspecified)	-27	13%	0%	-1	?	8%
17	Cc1ccccc1NC(=S)NC1CC2CCC(C1)N2Cc1ccco1 (stereo unspecified)	-16	-4%	4%	-3	?	3%
18	Cc1cccc(Cn2nc(C)cc2NC(=O)Cn2cc([N+](=O)[O-])cn2)c1	3	-19%	-8%	-1	?	0%
19	CN1CC(=O)N(CC(=O)N2CCC(Cc3ccccc3)CC2)C1=O	22	-4%	0%	5	12%	9%
20	O=C(CCc1nnc(CCC2CCCCC2)o1)NCCn1cccn1	-9	24%	4%	-3	3%	2%
21	O=S(=O)(NCCc1ccccc1)c1cccs1	-7	-2%	17%	-2	26%	2%
22	O=c1ccc(-c2ccc(S(=O)(=O)Nc3ccccc3)o2)n[nH]1	-6	8%	18%	-13	?	.
23	Cn1cc(S(=O)(=O)N2CCc3ccccc32)cc1C(=O)NC1CCCCC1	-3	7%	32%[activator]	-1	9%	8%
24	O=c1[nH]c2ccccc2n1CCCOc1ccccc1	19	4%	-6%	11	19%	-2%
25	COc1ccc(/C=C/C(=O)Nc2cccnc2Cl)cc1	60*	-4%	.	42*	253%[activator]	-2%
26	COc1ccc(CCN(CC(=O)NC2CCCC2)C(=O)CCC(=O)Nc2cc(C)on2)cc1OC	-19	15%	.	-2	0%	1%
27	FC(F)(F)c1ccc(C2[C@H]3CN(Cc4ccc(-c5ccccc5)cc4)[C@H](c4ccccc4)C34CC2(c2cccnc2)C4)cc1 (stereo partly specified)	-1	6%	3.3µM*	-3	0.41µM*	0%&10%
28	CCOc1ccc(-n2c(SC)nc3c(c2=O)SCC3)cc1	-11	-13%	-8%	-3	?	3%
29	CC(CNC(=O)c1ccc(C(C)(C)C)cc1)CN(C)C (stereo unspecified)	11	-14%	-16%	16	93%[activator]	-8%
30	CC1CCCC(N2CCN(C(=O)c3cccc(F)c3)CC2)C1 (stereo unspecified)	-4	6%	.	-3	-14%	-27%
31	O=[N+]([O-])c1ccc(Nc2ccccc2F)nc1	-8	-8%	29%	9	-31%	-3%
32	COC1=C2C[C@H](C)C[C@H](OC)[C@H](O)[C@@H](C)/C=C(/C)[C@H](OC(N)=O)[C@@H](OC)/C=C\C=C(\C)C(=O)NC(=CC1=O)C2=O	-8	.	.	-1	.	?
33	Cc1cc(C)c(NC(=O)CN)c(C)c1	7	-4%	-3%	1	0%	0%
34	Cc1cccc(NC(=O)CSc2nnc(-c3ccco3)o2)c1C	-18	25%	27%	0	.	-7%
35	OCCc1ccccc1	-3	11%	.	-7	.	2%
36	COc1ccc(NC(=O)c2cc3n(n2)C(C(F)(F)F)CC(c2ccco2)N3)cc1 (stereo unspecified)	-4	?	?	1	25%	0%
37	CCOC(=O)NC(c1cccc(Cl)c1)C1CCCCCC1=O (stereo unspecified)	-8	3%	.	8	68%[activator]	9%
38	C=C(C)CSc1nc(N)cc(=O)[nH]1	-5	8%	.	-2	72%[activator]	-6%
39	Cc1cc(C(=O)COc2ccccc2Cl)c(C)n1-c1ccc2c(c1)OCO2	93*	-24%	?	53*	8.3µM*	-12%
40	Cc1sc2nc(CN(Cc3cccs3)C(=O)NC3CCCCC3)[nH]c(=O)c2c1C	-17	11µM*	?	2	-4%	0%
41	COc1ccccc1NC(=O)NNC(=O)c1ccc2c(c1)NC(=O)C(C)(C)O2	-4	?	-9%	-5	-24%	.
42	CCOC(=O)Nc1cc(OCC)c(NC(=O)C2CC2)cc1OCC	-3	-21%	1%	1	-19%	-18%
43	O=C(CN1C(=O)C2CC=CCC2C1=O)Nc1nnc(C2CC2)s1 (stereo unspecified)	.	1%	-16%	.	14%	.
44	Cc1cc(NCC2CCCCC2)nc2ccccc12	51*	?	3.3µM*	38*	?	8%
45	O=C(Nc1ccc(F)c(Cl)c1)c1ccc2c(c1)OCO2	105*	-26%	178%[activator]	51*	?	-3%
46	CC(C)CC(=O)Nc1cc(C(F)(F)F)ccc1N1CCOCC1	4	1%	.	7	-86%	14%
47	Cn1c(=O)[nH]c(=O)c2c1nc(N1CCCCCC1)n2CC(N)=O	1	-2%	13%	-1	13%	1%
48	O=C(NCc1ccc2c(c1)OCO2)C1CC(=O)N(CCc2ccc(F)cc2)C1 (stereo unspecified)	-6	-6%	-5%	-6	0%	5%
49	O=S(=O)(NCC(O)c1ccccc1)c1cc(Cl)sc1Cl (stereo unspecified)	25*	17%	?	10	2%	.
50	C=C1CCN(c2ccc(C(=O)NCc3ccc(C)cc3)cc2[N+](=O)[O-])CC1	16	-21%	?	12	-8%	-7%

(listing goes on)
No.	molecule	Shiga toxin inh	HCV inhibitor	Pf growth 48h	Cycloheximide cs	Pf growth 96h	Giardia FBPA inh
51	CC1CCN(C(=O)CSc2nncn2-c2ccccn2)CC1	11	19%	47%[activator]	4	?	3%
52	CN(C)C(=O)Oc1ccc(-c2nnco2)cc1	40	15%	.	11	?	-3%
53	C=CCN1C(=O)CN=C1Nc1cccc(C)c1	6	2%	10%	-6	1%	-26%
54	CCCCCc1cc(=O)oc2c(C(CCN3CCN(c4ccccc4)CC3)c3ccc(N(C)C)cc3)c(OC)cc(OC)c12 (stereo unspecified)	-9	-6%	?	-2	?	4%
55	c1ccc(OCCCn2nnc(-c3cccnc3)n2)cc1	1	2%	16%	9	.	-6%
56	NC(=O)CCn1c(C(=O)c2ccc(Cl)cc2)c2ccccc2[n+]1[O-]	-2	11%	39%[activator]	-1	-27%	6%
57	O=C(NCCS(=O)(=O)N1CCN(c2ccccc2)CC1)c1ccco1	.	6%[8.37 µM]	4%	.	10%	.
58	O=C(NCc1nnc(SCC(=O)N2CCC(Cc3ccccc3)CC2)o1)c1ccco1	-12	-4%	-15%	0	-6%	8%
59	CCCN1Cc2cccc(C(=O)Nc3ccc4c(c3)OCCO4)c2C1=O	59	10%	.	19*	-3%	-2%
60	COc1ccccc1N1CCN(S(=O)(=O)c2ccc3c(c2)n(C)c(=O)n3C)CC1	10	8%	4%	-6	1%	6%
61	COc1ccc(-c2noc(CCC(N)=O)n2)cc1OC	12	21%	5%	7	33%[activator]	6%
62	CCCOc1ccccc1OCC(=O)Nc1ccc(S(=O)(=O)N2CCCCC2)cc1	.	?	?	.	10µM*	.
63	O=C(NCCc1ccc(Cl)cc1Cl)C1=CC=CN2CCS(=O)(=O)N=C12	.	15%	-25%	.	-1%	.
64	O=C(NCCc1ccccc1)c1oc2ccccc2c1COc1ccccc1	39*	?	?	26*	13µM*	-8%
65	O=C(CN1C(=O)S/C(=C\c2ccc(Cl)cc2)C1=O)NC1C=CS(=O)(=O)C1 (stereo unspecified)	-7	?	-10%	-3	?	4%
66	CC(C)C[C@H]1COC(c2ccc(Br)cc2)=N1	+	.	.	39*	.	-3%[89.2 µM]
67	COc1ccc(CCNC(=O)COC(=O)c2ccco2)cc1OC	14	10%	20%	-6	.	0%
68	CCCSc1nsc(NC(=O)C(c2ccccc2)c2ccccc2)n1	-6	?	.	10	?	2%
69	O=S(=O)(c1ccccc1F)N1CCN(Cc2nc3ccccc3[nH]2)CC1	-11	8%	-12%	3	.	?
70	O=c1c2ccccc2ncn1-c1cccc(Br)c1	5	10%	26%	-2	1.7µM*	9%
71	COc1ccc(-c2nnc(SC(C)C(=O)NNC(=O)c3ccc(C)cc3)o2)cc1 (stereo unspecified)	12	3%	13%	10	-24%	0%
72	O=C(c1cc2cc(Cl)ccc2[nH]1)N1CCN(c2ccccc2F)CC1	.	12%	-5%	-3	-12%	11%
73	Cc1c(C(=O)OC(C)C)sc2nc[nH]c(=O)c12	25	12%	.	12	22%	2%
74	COC(=O)c1ccc(/C(O)=C(\C#N)c2nc3ccccc3s2)cc1	26	-15%	6%	20	.	2%
75	CN(Cc1c(F)cccc1Cl)S(=O)(=O)c1cccs1	21	-8%	25%	-3	43%[activator]	-10%
76	CCC(=O)c1ccc(OCC(O)Cn2c(C)nc3ccccc32)cc1 (stereo unspecified)	1	?	-3%	1	14%	1%

Quoted from the entries so far (4 entries):
No.	molecule	Shiga toxin inh	HCV inhibitor	Pf growth 48h	Cycloheximide cs	Pf growth 96h	Giardia FBPA inh
62	CCCOc1ccccc1OCC(=O)Nc1ccc(S(=O)(=O)N2CCCCC2)cc1	.	?	?	.	10µM*	.
63	O=C(NCCc1ccc(Cl)cc1Cl)C1=CC=CN2CCS(=O)(=O)N=C12	.	15%	-25%	.	-1%	.
64	O=C(NCCc1ccccc1)c1oc2ccccc2c1COc1ccccc1	39*	?	?	26*	13µM*	-8%
65	O=C(CN1C(=O)S/C(=C\c2ccc(Cl)cc2)C1=O)NC1C=CS(=O)(=O)C1 (stereo unspecified)	-7	?	-10%	-3	?	4%
